ROC1-CUL1 inh = inhibitors of human ROC1-CUL1 ubiquitin ligase activity; inhibition, % at 10 µM; in vitro K48 di-Ub FRET, acceptor:donor ratio, 45 min; 140,000 compounds, 0.6% hits; P62877+Q13616; AID 1347404; in the data active = inhibition above about 25%
Target sequence (P62877 whole entry, looked up): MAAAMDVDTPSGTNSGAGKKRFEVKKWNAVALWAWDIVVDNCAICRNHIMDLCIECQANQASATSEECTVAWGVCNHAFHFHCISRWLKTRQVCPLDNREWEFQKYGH
Target sequence (Q13616 whole entry, looked up): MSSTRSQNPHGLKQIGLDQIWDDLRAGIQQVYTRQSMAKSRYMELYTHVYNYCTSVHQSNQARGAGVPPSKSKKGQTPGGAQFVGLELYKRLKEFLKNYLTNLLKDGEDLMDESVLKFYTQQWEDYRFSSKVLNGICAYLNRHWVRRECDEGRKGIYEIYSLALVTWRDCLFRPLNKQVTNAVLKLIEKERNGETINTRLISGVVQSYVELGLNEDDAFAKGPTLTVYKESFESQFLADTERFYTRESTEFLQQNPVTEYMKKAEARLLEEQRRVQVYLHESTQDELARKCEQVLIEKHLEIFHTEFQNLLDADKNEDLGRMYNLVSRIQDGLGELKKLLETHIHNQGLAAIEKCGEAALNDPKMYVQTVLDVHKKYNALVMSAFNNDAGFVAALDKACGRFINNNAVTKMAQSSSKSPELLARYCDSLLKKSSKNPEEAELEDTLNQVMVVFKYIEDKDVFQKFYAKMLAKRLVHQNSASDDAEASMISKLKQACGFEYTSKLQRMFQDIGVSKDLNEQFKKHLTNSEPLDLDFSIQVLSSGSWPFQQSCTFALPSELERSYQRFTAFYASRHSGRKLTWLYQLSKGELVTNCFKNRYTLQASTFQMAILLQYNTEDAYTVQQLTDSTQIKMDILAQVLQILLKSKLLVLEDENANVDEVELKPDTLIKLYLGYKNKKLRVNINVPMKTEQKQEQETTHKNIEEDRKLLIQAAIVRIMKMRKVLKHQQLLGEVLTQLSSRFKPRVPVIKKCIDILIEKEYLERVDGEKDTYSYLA
* = called active by the depositor; & = joins results of further samples. Some of the compounds tested; rates above refer to the full screens.

SMILES	ROC1-CUL1 inh
CCCc1nn2c(=O)cc(COC(=O)c3ccccc3NC(=O)COc3ccccc3F)nc2s1	-15
Cc1cc(Nc2ccccc2)c2ccc(C)c(C)c2n1	-8
Cc1cc(C)n(Cc2cc(C(=O)N3CCSCC3)n[nH]2)n1	6
COc1ccc(-c2cc(C(=O)NC34CC5CC(CC(C5)C3)C4)c3ccccc3n2)c(OC)c1	10
COc1ccc(NC(=O)c2ccco2)cc1NC(=O)C(C)(c1ccccc1)c1ccccc1	-8
O=c1[nH]n(-c2ccc(F)c(Cl)c2)c(O)c1C=C1C=Nc2ccccc21	2
COc1ccc(-c2nc(C)c(CCNS(=O)(=O)c3cc(C)c(C)cc3C)s2)cc1	0
O=C1COc2ccc(-c3cc(-c4ccccc4)c4c(n3)-c3ccccc3OC4)cc2N1	-7
O=C(c1ccc2[nH]ccc2c1)N1CCCC(c2nc(-c3cccnc3)ncc2-c2ccccc2F)C1 (configuration not stated)	1
CCCNc1nc2c(c(=O)n(C)c(=O)n2C)n1Cc1ccc(C)cc1	6
Cc1ccc(CS(=O)Cc2ccc(C(=O)NCc3ccccc3Cl)o2)cc1 (configuration not stated)	-6
COc1cc(N(CC(=O)N2CCCCC2)S(=O)(=O)c2ccccc2)cc(OC)c1OC	-6
CCCN(Cc1cccs1)C(=O)Nc1cc(C)cc(C)c1	-3
Cc1ccc2nc(NCc3ccccc3)c3nncn3c2c1	3
COc1ccccc1N1CCN(C(=O)C2CCN(S(=O)(=O)c3cnc[nH]3)CC2)CC1	4
CCCCOC(=O)C(C/C=C/c1ccccc1)=NC(=O)c1ccccc1	-2
CN(Cc1ccc(-n2cccn2)cc1)C(=O)c1cn(C2CC2)cc(C(=O)NC2CCCCC2)c1=O	-1
Cc1ccc(S(=O)(=O)NOCCCN2C(=O)c3ccccc3C2=O)cc1	7
Cc1ccc(S(=O)(=O)N(C)CC(=O)NCc2cccnc2)cc1	-7
COc1ccc(NC(=O)c2cc(C3CC3)nc3c2c(C)nn3-c2ccc(C)cc2)cc1OC	-8
CCOC(=O)c1c(C)sc(-c2c(-c3ccc4c(c3)OCCO4)[nH]c3c2c(=O)n(C)c(=O)n3C)c1O	33*
Cc1sc2c(c1C)c(=O)[nH]c1nnc(Nc3ccccc3)n12	-4
CC1CN(C2CCCCC2)c2nc3c(c(=O)[nH]c(=O)n3C)n2C1 (configuration not stated)	8
Cc1ccc2c(c1)C(C)(C)OC2=O	2
Cc1nc(N(C)C2CCCCC2)ncc1C(C)NC(=O)C1CCC1 (configuration not stated)	-7
(listing goes on)
SMILES	ROC1-CUL1 inh
CSc1nc(N)nc(SCC(=O)Nc2cccc(F)c2)c1C#N	-2
CCN1CCN(C(=O)c2ccc(N3CCC(NCc4cc5ccccc5s4)CC3)cc2)CC1	-12
COc1ccc(C2=NCCc3cc4c(cc32)OCO4)cc1OC	-1
COc1cc(OC)c(NC(=O)N2CCc3cc(S(=O)(=O)N4CCC(C)CC4)ccc32)cc1Cl	7
O=C(O)CCn1c(=O)c2cccn2c2cccnc21	-13
Cc1nn(C)c(C(=O)NC(=S)Nc2sc3c(c2C#N)CCCCC3)c1Cl	-3
CC(=O)c1ccc(NC(=O)CSc2nnc3ccc(-c4ccc(Cl)cc4)nn23)cc1	7
COc1cc(N)ccc1-n1cnnn1	-6&-1
CCOc1ccc(-n2c(SCC(=O)NC3CCCCC3)nc3c([nH]c4ccccc43)c2=O)cc1	-3
COc1ccc(CCNC(=O)CSc2nc(-c3ccc(OC)c(OC)c3)ccc2C#N)cc1OC	2
CCOc1ccc(S(=O)(=O)NCCSCc2ccc(Cl)cc2Cl)cc1	5
Cc1nc2sccn2c(=O)c1S(=O)(=O)Nc1ccc(N2CCN(S(C)(=O)=O)CC2)cc1	-5
COc1ccc(N2CCN(C(=O)CS(=O)(=O)c3cccc4nsnc34)CC2)cc1	6
CC(=O)NC(CSS(=O)(=O)c1ccc(C)cc1)C(=O)O (configuration not stated)	5
CC(=O)Oc1c2c(c[n+](C)c1C)COC(C)(C)OC2	1
CCOc1ccc(S(=O)(=O)N(C)C)c(C)c1C	-4
CCn1c2ccccc2c2ccc(/C=N/NC(=O)c3ccc(O)cc3O)cc21	-9
C/C(=N/OCC(=O)Nc1ccc(Br)cc1)c1cccs1	-11
COc1cc(-c2nnc(SCC(=O)N/N=C/c3c(C)cc(C)cc3C)n2-c2ccccc2)cc(OC)c1OC	4
CCc1ccc(N=C2NC(=O)/C(=C/c3cc(C)n(-c4ccncc4)c3C)S2)cc1	4
Cc1ccc(C(=O)Nc2ccc(C(=O)Nc3cccc(C)c3)cc2)cc1	-5
Cc1ccc(C(=O)Nc2ccc3oc(-c4cccnc4)nc3c2)c(Cl)c1	5
COc1cc(/C=N/NC(=O)COc2cc(C)cc(C)c2)ccc1Cn1nc(C)c(Br)c1C	-7
COc1ccc(-n2c(SCC(=O)N3CCCc4ccccc43)nc3c([nH]c4ccccc43)c2=O)cc1	3
COC(=O)c1cc(OC(=O)c2cccnc2Cl)c2c(c1)Oc1nc3ccccc3nc1O2	-14
Following part
SMILES	ROC1-CUL1 inh
CNC(=O)C12CCC(C)(C(=O)O1)C2(C)C (configuration not stated)	-1
O=C(/C=C/c1ccc(F)cc1)NCc1cccnc1	-1
Nc1nnc(SCC(=O)Nc2cccc(Cl)c2)n1-c1ccccc1	-6
CC1(C)CCCC(C)(C)N1CC(O)COCCOc1ccc(Br)cc1 (configuration not stated)	9
COc1ccccc1NC(=O)c1cc(C(=O)Nc2ccccc2OC)cc(N2C(=O)C3C4c5ccccc5C(c5ccccc54)C3C2=O)c1 (configuration not stated)	-3
COc1cc(C(=O)Oc2ccc(Br)cc2Cl)cc(OC)c1OC	-2
Fc1ccc(C(Nc2ccc(Cl)c(C(F)(F)F)c2)c2nnc(-c3ccccc3)o2)cc1 (configuration not stated)	-6
Cc1ccc(S(=O)(=O)CC(=O)Nc2sc3c(c2C(N)=O)CCCC3)cc1	-1
COc1c2c(c(OC)c3occc13)OC(C)(C)CC2=O	-4
O=C(CSc1nc2scc(-c3ccccc3)c2c(=O)n1-c1ccccc1)Nc1ccccc1F	-2
O=C(c1cn(CCc2ccccc2)nn1)N1CCN2CCCC2C1 (configuration not stated)	8
Cc1nc2c(c(-c3ccccc3F)c1C(=O)OCCC#N)C(=O)c1ccccc1-2	0
COCCn1c(SCC(=O)c2c[nH]c3ccccc23)nc2cc(C(=O)NCC(C)C)ccc2c1=O	10
COc1ccc(C(=O)NNC(=O)c2csc(-n3nc(C(F)(F)F)cc3-c3cccs3)n2)cc1	-1
O=C(Nc1ccccc1)N1CCN(c2ccc(Cl)cc2)CC1	-2
CCOc1cc(C2Nc3ccccc3C(=O)N2c2ccccc2)c(Br)cc1OCC(=O)O (configuration not stated)	0
CCOc1ccc2c(c1)c(=O)c(C(=O)c1ccc(CC)cc1)cn2CC(=O)Nc1ccccc1C	-5
Cc1nc2ccccc2nc1Sc1nc2ccccc2[nH]1	1
COC(=O)CCNC(=O)C1CCC(=O)N(CCc2cccc(F)c2)C1 (configuration not stated)	13
CCCN1CCC(NC(=O)c2cccc(OC)c2OC)CC1	-9
CC1CCN(S(=O)(=O)c2ccc(C(=O)Nc3nc4ccc(F)cc4s3)cc2)CC1	9
CCOC(=O)C1C(C)=NC2=C(C(=O)CCC2)C1c1cn(Cc2ccc(Cl)cc2Cl)nc1-c1ccccc1 (configuration not stated)	1
Cc1ccc(C2OC3(C(=O)c4ccccc4C3=O)C(c3cccc(Cl)c3)C23C(=O)c2ccccc2C3=O)cc1 (configuration not stated)	2
COc1cc(-c2[nH]nc3c2C(c2cc(Br)c(O)c(Br)c2)C(C#N)C(=N)O3)cc(OC)c1OC (configuration not stated)	1
CCC(C)NC(=O)CCc1c(C)nc2nc(-c3cc(OC)cc(OC)c3)nn2c1C (configuration not stated)	4

6 entries already listed, sorted by the number in ROC1-CUL1 inh, smallest number first:
SMILES	ROC1-CUL1 inh
CCN1CCN(C(=O)c2ccc(N3CCC(NCc4cc5ccccc5s4)CC3)cc2)CC1	-12
Cc1cc(Nc2ccccc2)c2ccc(C)c(C)c2n1	-8
O=C(/C=C/c1ccc(F)cc1)NCc1cccnc1	-1
CCOc1cc(C2Nc3ccccc3C(=O)N2c2ccccc2)c(Br)cc1OCC(=O)O (configuration not stated)	0
O=c1[nH]n(-c2ccc(F)c(Cl)c2)c(O)c1C=C1C=Nc2ccccc21	2
Cc1ccc(C(=O)Nc2ccc3oc(-c4cccnc4)nc3c2)c(Cl)c1	5

Remaining list, next part.
SMILES	ROC1-CUL1 inh
CCOc1ccccc1N(CC)C(=O)Cn1ncc2c1-c1ccccc1OC2	-4
COCCC(=O)NC1CC(=O)N(C2Cc3ccccc3C2)C1 (configuration not stated)	3
O=C(/C(=C(/[O-])c1ccccc1)[n+]1ccccc1)c1ccc([N+](=O)[O-])cc1	-8
C=CCC1(CC=C)CCCN1C(=O)c1cn(CC2COc3ccccc3O2)nn1 (configuration not stated)	-3
CCn1c(CNC(=O)c2ccccc2)nnc1SCC(=O)Nc1ccc(C)c(Cl)c1	-9
CC1(C)OC(C(Cl)(Cl)Cl)=CC1=O	-3
Cn1nc(-c2ccccc2)c(-c2ccccc2)c(C(=O)Nc2ccccc2C(N)=O)c1=O	3
CC(C)N1CCc2nc(SCC(=O)Nc3cccc(F)c3)[nH]c(=O)c2C1	0
COC(=O)CCNC(=O)c1coc(Cn2cnc3ccccc32)n1	0
COc1ccc(N2CCN(Cc3nc(N)nc(Nc4ccccc4Cl)n3)CC2)cc1	-3
Cc1cc(C)cc(NS(=O)(=O)c2ccc3c(c2)C(=O)C(C(=O)NCCc2ccccc2)C=N3)c1 (configuration not stated)	-8
CCOc1cccc(-c2cc(C(=O)N3CCc4ccccc43)c3ccccc3n2)c1	0
COc1ccc(NC(=O)CSc2nc(-c3ccc(F)cc3)cc(-c3ccccc3)c2C#N)cc1	9
CC1CN(C2=NC(=O)/C(=C/c3cn[nH]c3-c3ccccc3)S2)CC(C)O1 (configuration not stated)	2
COc1ccc(NC(=O)CC2C(=O)N(c3ccc(F)cc3)C(=O)N2Cc2ccco2)cc1 (configuration not stated)	-15
N#Cc1cccc(NC(=O)c2ccc(C(=O)Nc3cccc(C#N)c3)cc2)c1	-7
C(#Cc1ccccc1)CSc1nnc(SCC#Cc2ccccc2)s1	-9
CCc1cccc(NC(=O)CCN2C(=O)c3ccccc3Sc3ncccc32)c1	10
COc1ccc(C2CC(C(F)(F)F)n3nc(C(=O)N4CCN(C5C6CC7CC(C6)CC5C7)CC4)cc3N2)cc1OC (configuration not stated)	2
Cc1ccccc1CNc1nc2nc3c(c(=O)n2[nH]1)CCC3	7
COc1ccccc1N1CCN(C(=O)CSc2nc3ccccc3nc2Cc2ccc(C)cc2)CC1	-2
COc1cc2sc(C(=O)Nc3ccccc3)c(Cl)c2cc1OC	5
O=C(COc1ccccc1)Nc1cccc(-c2cn3cccnc3n2)c1	0
O=C(COc1ccc(Cl)cc1Cl)Oc1ccc([N+](=O)[O-])cc1	7
O=C(CSc1nccn1Cc1ccc(Cl)cc1)NCc1ccccc1	13

Single entries from the results shown.
ROC1-CUL1 inh, COc1cc2sc(C(=O)Nc3ccccc3)c(Cl)c2cc1OC reads 5
ROC1-CUL1 inh, Cn1nc(-c2ccccc2)c(-c2ccccc2)c(C(=O)Nc2ccccc2C(N)=O)c1=O reads 3

(listing goes on)
SMILES	ROC1-CUL1 inh
Cc1ncc2c(c1-c1noc(-c3ccccc3-n3cccn3)n1)CCNC2	-5
COc1ccc(C2=Nc3nnnn3C(c3cccc(C)c3)C2)cc1 (configuration not stated)	7
CCOc1cccc(CNC(=O)c2ccc(N3CCCC3)c(NC(=O)NCc3ccccc3)c2)c1	3
Cn1c(NC(=O)C(F)F)nc2ccccc21	-1
O=C1N(Cc2ccc(F)cc2)CCCC1(O)CN1CCCCCC1 (configuration not stated)	3
CCn1ccc2cc(S(=O)(=O)N3CCC(C(=O)NCc4ccc(OC)cc4)CC3)ccc21	2
CN(C)c1ccc(C2CC(C3C(=O)NC(=O)N(C4CCCCC4)C3=O)=Nc3ccccc3S2)cc1 (configuration not stated)	-3
COc1cc(Br)c(C2C(=O)c3cc(OC)c(OC)cc3C2c2ccc(Br)cc2)cc1OC (configuration not stated)	7
C=CCn1c(SCC(=O)Nc2cc(C)ccc2OC)nc2sc(C)cc2c1=O	-1
COc1ccc(C(=O)NCC(c2cccnc2)N2CCc3ccccc3C2)cc1 (configuration not stated)	6
Oc1ccc(-c2cnns2)c(O)c1	-15
CCc1cccc(NC(=O)Cn2c(=O)n(Cc3ccccc3)c(=O)c3c2c2cc(OC)ccc2n3C)c1	-10
O=C(Nc1ccc(N2CCN(C(=O)c3ccco3)CC2)c(Cl)c1)c1ccccc1	-1
Cc1cccc(Nc2nnc(-c3ccc(C)c(S(=O)(=O)N4CCN(C)CC4)c3)c3ccccc23)c1	9
COc1cc(S(=O)(=O)N2CCOCC2)c(Cl)cc1Cl	12
O=C(Nc1ccc(-c2ccco2)cc1)C1CCCN(C(=O)CCc2ccccn2)C1 (configuration not stated)	6
CCCCC(=O)N1CCN(c2ccccn2)CC1	-2

Molecules above that contain a nitro group on carbon (2):
SMILES	ROC1-CUL1 inh
O=C(/C(=C(/[O-])c1ccccc1)[n+]1ccccc1)c1ccc([N+](=O)[O-])cc1	-8
O=C(COc1ccc(Cl)cc1Cl)Oc1ccc([N+](=O)[O-])cc1	7

ROC1-CUL1 inh: hit marks shown above
SMILES	ROC1-CUL1 inh
CCOC(=O)c1c(C)sc(-c2c(-c3ccc4c(c3)OCCO4)[nH]c3c2c(=O)n(C)c(=O)n3C)c1O	33*

Source: PubChem BioAssay
